High-throughput results: PubChem BioAssay, Sanford-Burnham Center for Chemical Genomics
Hsp70 displacement = Hsp70 inhibitors, probe displacement, primary screen, biochemical, fluorescence polarization (AID 583); Heat shock 70 kDa protein 1A (Homo sapiens); displacement, % at 20 µM, or IC50 in µM where a hit was titrated; Hsp70 fluorescence polarization probe displacement, mP; higher % means a stronger effect; 140,000 compounds, 0.06% hits; in the data active = displacement above about 50%;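 also: plate controls were vehicle for no effect and reference ligand for full effect; a part of the inactive calls stands beside numbers as strong as those of hits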
MKP-3 inhibition = MKP-3 phosphatase inhibitors, primary screen, biochemical, rat enzyme, in vitro (AID 425) | Dual specificity protein phosphatase 6 (Rattus norvegicus) | inhibition, % at 20 µM; hits with a dose series show IC50 in µM | 110,000 compounds, 0.17% hits | recombinant MKP-3 phosphatase activity, fluorescence; higher % means a stronger effect; in the data active = inhibition above about 50%;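 also: plate controls were vehicle for no effect and reference inhibitor for full effect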
Starred values were filed as active, the others as inactive; / = no result given; & = joins results of further samples. An excerpt; the hit share may differ from the screen's.

Hsp70 displacement,MKP-3 inhibition,SMILES
-1.6%,3.4%,O=C(NCc1ccco1)C(=O)Nc1ccc2c(c1)OCO2
-0.3%,-2.2%,O=C(CSc1nnc(-c2cccs2)n1-c1ccccc1)c1ccc(F)cc1
2.0%,-8.6%,Cc1cc2c(cc(C(=O)N3CCC(C(=O)NC4CCCC4)CC3)n2Cc2c(F)cccc2Cl)o1
-2.5%,-8.3%,COc1ccccc1NC(=O)CN1CCCCC1
-2.2%,4.3%,CCOc1ccc(-n2nc3ccc(NC(=S)NC(=O)c4ccccc4Cl)cc3n2)cc1
-1.6%,/,NC(=O)Cn1c(=O)n(CCc2ccccc2)c(=O)c2c3c(sc21)CCCC3
-4.7%,-0.1%,O=S(=O)(/N=C(/c1ccccc1)N1CCOCC1)c1ccccc1
-0.6%,-12.8%,O=C(O)Cn1nnnc1-c1ccc(F)cc1
-6.4%,1.8%,O=C1C2C3C=CC(C4CC34)C2C(=O)N1c1cccc(C(F)(F)F)c1 (configuration not stated)
-0.4%,/,COc1ccc(OC)c(NC(=O)Cc2coc3cc(C)cc(C)c23)c1
-2.4%,-9.3%,CC1(C(=O)NCc2cccnc2)CCC(=O)N1Cc1cccs1 (configuration not stated)
0.4%,3.7%,CCOC(=O)c1c(NC(=O)C2CCCO2)sc(C(=O)N(CC)CC)c1C (configuration not stated)
0.3%,-11.2%,CC1CCN(CCCNC(=O)c2n[nH]c(=O)c3ccccc23)CC1
-2.5%,-5.8%,O=C(Nc1cccc(C(=O)N2CCOCC2)c1)c1ncn[nH]1
-0.6%,-0.6%,O=C(Nc1ccccc1)NC1(C(=O)NCc2ccco2)CCCCC1
2.9%,-18.1%,CCn1c(COc2ccc(Cl)cc2)nnc1SCC(=O)Nc1ccc2c(c1)OCCO2
2.4%,3.1%,COc1ccc(N2C(=O)c3cccc4cccc(c34)C2=O)cc1OC
-8.1%,6.9%,COc1ccc(-c2ccc(/C=C3/C(=O)NC(=O)N(c4ccc(C)cc4)C3=O)o2)c([N+](=O)[O-])c1
3.2%,2.0%,COc1cccc(C2CC(C(F)(F)F)n3ncc(C(=O)NCc4ccco4)c3N2)c1 (configuration not stated)
-4.8%,-3.3%,CCOC(=O)N1CCN(Cc2nc3c(c(=O)n(C)c(=O)n3C)n2CCC(C)C)CC1
1.3%,0.1%,CCOC(=O)c1sc2nc(C)cc(C)c2c1NC(=O)c1ccco1
3.1%,/,CCCNC(=O)C(=O)NCCC1=CCCCC1
1.9%,-7.3%,CC(C(N)=O)N1C(=O)C2C3C=CC(C3)C2C1=O (configuration not stated)
3.1%,-5.0%,COc1ccc(NC(=O)c2cccs2)cc1O
-3.2%,/,CC(C)(C)C1CCc2c(sc(NC(=O)CSc3ncn[nH]3)c2C#N)C1 (configuration not stated)
3.7%,5.7%,CC(Oc1ccccc1)C(=O)N1CCC(Cc2ccccc2)CC1 (configuration not stated)
6.2%&-5.7%,-3.0%&1.6%,Oc1ccccc1C(=S)N1CCCCC1
1.4%,-10.5%,CN1c2ccccc2N(C)C1c1ccc2c(c1)OCO2
-1.8%,3.4%,C=CCn1c(SCC(=O)NCC2CCCO2)nc2scc(-c3ccco3)c2c1=O (configuration not stated)
1.1%,-3.6%,O=C(CSCCSCC(=O)c1ccco1)c1ccco1
0.5%,0.5%,O=c1cc(NCCO)c2ccccc2o1
-6.7%,-0.2%,C=CCn1c(SCC(=O)NCc2ccccc2)nnc1-c1ccccc1O
-2.0%,4.3%,CCOc1ccccc1NC(=O)c1c(NC(=O)CCC(=O)O)sc2c1CCCCC2
0.7%,3.0%,CCOc1ccc(C2N(c3ccc(F)cc3)C(=O)C3CCCN32)cc1OC (configuration not stated)
2.6%,0.4%,Nc1nc(-c2ccccc2)cn1/N=C/c1ccc(Cl)cc1Cl
-1.9%,-1.8%,CCC(C)(C)n1nnnc1C(c1ccncc1)N1CCN(c2cccc(OC)c2)CC1 (configuration not stated)

Another view of 18 compounds above.
Fields: Hsp70 displacement, MKP-3 inhibition
COc1cccc(C2CC(C(F)(F)F)n3ncc(C(=O)NCc4ccco4)c3N2)c1 (configuration not stated)
    3.2%, 2.0%
CCOC(=O)N1CCN(Cc2nc3c(c(=O)n(C)c(=O)n3C)n2CCC(C)C)CC1
    -4.8%, -3.3%
CCOC(=O)c1sc2nc(C)cc(C)c2c1NC(=O)c1ccco1
    1.3%, 0.1%
CCCNC(=O)C(=O)NCCC1=CCCCC1
    3.1%, /
CC(C(N)=O)N1C(=O)C2C3C=CC(C3)C2C1=O (configuration not stated)
    1.9%, -7.3%
COc1ccc(NC(=O)c2cccs2)cc1O
    3.1%, -5.0%
CC(C)(C)C1CCc2c(sc(NC(=O)CSc3ncn[nH]3)c2C#N)C1 (configuration not stated)
    -3.2%, /
CC(Oc1ccccc1)C(=O)N1CCC(Cc2ccccc2)CC1 (configuration not stated)
    3.7%, 5.7%
Oc1ccccc1C(=S)N1CCCCC1
    6.2%&-5.7%, -3.0%&1.6%
CN1c2ccccc2N(C)C1c1ccc2c(c1)OCO2
    1.4%, -10.5%
C=CCn1c(SCC(=O)NCC2CCCO2)nc2scc(-c3ccco3)c2c1=O (configuration not stated)
    -1.8%, 3.4%
O=C(CSCCSCC(=O)c1ccco1)c1ccco1
    1.1%, -3.6%
O=c1cc(NCCO)c2ccccc2o1
    0.5%, 0.5%
C=CCn1c(SCC(=O)NCc2ccccc2)nnc1-c1ccccc1O
    -6.7%, -0.2%
CCOc1ccccc1NC(=O)c1c(NC(=O)CCC(=O)O)sc2c1CCCCC2
    -2.0%, 4.3%
CCOc1ccc(C2N(c3ccc(F)cc3)C(=O)C3CCCN32)cc1OC (configuration not stated)
    0.7%, 3.0%
Nc1nc(-c2ccccc2)cn1/N=C/c1ccc(Cl)cc1Cl
    2.6%, 0.4%
CCC(C)(C)n1nnnc1C(c1ccncc1)N1CCN(c2cccc(OC)c2)CC1 (configuration not stated)
    -1.9%, -1.8%

Going on with the list.
Hsp70 displacement,MKP-3 inhibition,SMILES
3.8%,2.6%,COC(=O)C1=C(C)NC2=C(C(=O)c3ccccc32)C1c1ccc(-c2ccc([N+](=O)[O-])cc2C)o1 (configuration not stated)
4.5%,3.6%,Cc1ccc(S(=O)(=O)N(CC(O)CN2CCOCC2)c2cccc3ccccc23)cc1 (configuration not stated)
-1.0%,0.0%,O=[N+]([O-])c1cccc(CNC2CCCC2)c1
-3.4%,1.1%,COc1ccc(OC)c(NC(=O)CN(CCc2ccccc2)S(=O)(=O)c2ccc(Cl)cc2)c1
4.1%,8.7%,O=C1NC(=O)C(=Cc2ccccc2OCc2ccc(Cl)cc2Cl)C(=O)N1
-2.1%,/,Cc1cccc(NC(=O)COc2ccc3oc4c(c3c2)CCCC4)n1
-4.1%,-4.8%,CCCc1nc2ccccc2c(=O)n1/N=C/c1ccccc1O
2.9%,-3.7%,COc1cccc(NC(=O)C2CC(=O)N(C)C(=Nc3cccc(F)c3)S2)c1 (configuration not stated)
-4.0%,3.2%,Cc1cc(C)c(C(=O)Nc2ccccc2C(N)=O)c(C)c1
-0.1%,1.7%,CC(=O)C1=C(O)C(=O)N(CC2CCCO2)C1c1ccc(C(C)C)cc1 (configuration not stated)
-2.0%,0.7%,COc1ccccc1CNC(=O)c1cccc(Cl)c1
-6.0%,-10.5%,CCOC(=O)c1ccc(NCn2c(=O)oc3ccccc32)cc1
-1.2%,/,CCN(CC)C(=O)c1sc2nc(N3CCOCC3)c3c(c2c1N)CCCC3
-0.2%,2.1%,CC(=O)NC12CC3CC(CC(O)(C3)C1)C2
-1.1%,0.1%,C/C(=N\Nc1nnc2c(n1)[nH]c1ccccc12)c1ccc(C)o1
-0.4%,-2.5%,C=CCOc1cccc(C2C(C(=O)c3ccco3)=C(O)C(=O)N2CCN2CCOCC2)c1 (configuration not stated)
-2.7%,4.0%,CCNC(=O)c1sc2cc(C)ccc2c1Cl
-5.1%,-3.8%,O=C(c1ccco1)N1CCN(c2cc(=O)n(C3CCCCC3)c(=O)[nH]2)CC1
-0.3%,/,CN1CCN(C(=O)c2ccc(-c3nn(C)c(=O)c4ccccc34)cc2)CC1
-3.7%,1.6%,CCN=C(Nc1cccc(Cl)c1)SC1CC(=O)N(c2ccc(OCC)cc2)C1=O (configuration not stated)
-1.0%,/,COc1cc(NC(=O)C2CC(=O)NC3=C2C(=O)CCC3)cc(OC)c1 (configuration not stated)
-1.9%,0.0%,CCC/C(O)=C1\C(=O)CC(C)(C)CC1=Nc1ccc(OC)cc1OC
1.0%,-0.3%,Cc1cccc(C)c1NC(=O)CSCc1c(Cl)cccc1Cl
-2.7%,5.3%,Cc1cc(Cl)ccc1OC(C)C(=O)NCc1ccc2c(c1)OCO2 (configuration not stated)
8.5%,2.2%,O=C1C2=C(SCCS2)C(=O)N1c1ccccc1
4.2%,0.2%,COC(=O)c1ccccc1NC(=O)c1ccccc1C
-1.0%,-4.0%,COc1ccc(S(=O)(=O)NCC(c2cccnc2)N2CCN(c3ccccc3OC)CC2)cc1C (configuration not stated)
-4.0%,/,CCOc1ccc(NC(=O)CSc2nnc(-c3ccoc3C)n2CC2CCCO2)cc1 (configuration not stated)
0.2%,-19.2%,CCOC(=O)c1c(N)nn(C(=O)C(C)(C)C)c1-c1ccccc1
3.8%,1.4%,C=CCn1c(=S)[nH]c2sc3c(c2c1=O)CCC(C(C)(C)C)C3 (configuration not stated)
3.4%,-0.5%,O=C(O)CCc1n[nH]c(=S)[nH]c1=O
0.3%,-2.2%,O=C1c2ccccc2C(=O)N1CCCCN(C(=O)c1ccccc1)c1ccc(F)cc1F
-3.0%,/,CC1CCCC(C)N1/N=C/c1ccc(Cl)cc1 (configuration not stated)
-2.2%,2.4%,Cc1c(Cl)cccc1NC(=O)C1CC(=O)N(c2ccccc2)C1 (configuration not stated)
5.8%,-12.3%,O=C(Nc1ccccn1)NC1CCS(=O)(=O)C1 (configuration not stated)
-0.3%,2.8%,O=C(Nc1c2c(nn1-c1ccc(Cl)cc1)CS(=O)(=O)C2)c1ccc2c(c1)OCO2

Ordered by length of the SMILES (largest number first): part of the list above.
Hsp70 displacement,MKP-3 inhibition,SMILES
0.2%,-19.2%,CCOC(=O)c1c(N)nn(C(=O)C(C)(C)C)c1-c1ccccc1
-3.0%,/,CC1CCCC(C)N1/N=C/c1ccc(Cl)cc1 (configuration not stated)
3.4%,-0.5%,O=C(O)CCc1n[nH]c(=S)[nH]c1=O

More compounds.
Hsp70 displacement,MKP-3 inhibition,SMILES
1.0%,3.9%,Cc1nc(NC(=O)c2ccccc2)sc1-c1csc(Nc2cccc(C(=O)O)c2)n1
1.6%,-2.2%,CN(C)S(=O)(=O)c1ccc(C(=O)OCC(=O)NC(=O)NCc2ccccc2)cc1
4.1%,/,OCCN1CCN(CC(O)COCc2ccc3c(c2)OCO3)CC1 (configuration not stated)
-6.5%,1.9%,COc1cc(NC(=O)c2nn3c(c2Br)NC(c2cccs2)CC3C(F)(F)F)cc([N+](=O)[O-])c1 (configuration not stated)
-0.7%,3.2%,COCCOC(=O)c1ccc(NC(=O)c2cc3ccccc3oc2=O)cc1
0.2%,0.9%,NC(=S)NC12CC3CC(CC(C3)C1)C2
0.7%,/,CC1=CC(C)(C)NC(=S)N1c1ccccc1
2.8%,-4.6%,CCCn1c(C)cc(C(=O)COc2ncnc3sccc23)c1C
-5.4%,-0.3%,O=C(N/N=C\C=C\c1ccc2c(c1)OCO2)c1ccc(F)cc1
11.6%,/,CCCNC(=S)Nc1ccc(Nc2ccccc2)cc1
1.2%,2.2%,COC(=O)c1c(C)oc2ccc(OC(=O)c3ccco3)cc12
-2.7%,/,Cc1ccc(Nc2nc(N)nc(CN3CCc4ccccc4C3)n2)cc1
-0.1%,0.0%,COc1cc(/C=C/C(=O)c2c(C)cc(C)[nH]c2=O)cc(OC)c1OC
-0.7%,1.9%,CCOC(=O)N1CCN(S(=O)(=O)c2ccc(F)c(C(=O)Nc3cccc(C)c3C)c2)CC1
-1.4%,3.8%,O=C(CSc1nnc(-c2ccccc2)o1)N1CCOCC1
1.4%,-4.6%,O=C(Nc1cccc2ccccc12)c1ccc(-c2ccccc2)cc1
-2.8%,0.8%,O=C(NCc1cccs1)C1CC(c2ccccc2O)=NO1 (configuration not stated)
-1.5%,-2.1%,CC1=C(C(=O)OC2CCCC2C)C(c2ccccc2)NC(=O)N1 (configuration not stated)
-5.5%,-4.2%,CC(C)C1C(C#N)=C(N)Oc2n[nH]c(C(C)(C)C)c21 (configuration not stated)
-2.3%,-4.2%,O=C(Oc1cccc2cccnc12)c1ccc(Br)o1
-3.0%,/,CC(C)CC(N=C1NC(C)(C)Cc2ccccc21)C(=O)O (configuration not stated)
2.8%,0.9%,CC(Cc1ccccc1)NC(=O)CCC(=O)NC(C)Cc1ccccc1 (configuration not stated)
1.3%,-1.8%,N/C(=N\OC(=O)C(c1ccccc1)c1ccccc1)c1ccccc1
4.9%,0.5%,COC(=O)C1=C(C)NC(=O)CC1c1ccc(OC)cc1 (configuration not stated)
7.2%,0.4%,CN(C)c1ccc(NC(=O)Nc2ccc(Cl)c(Cl)c2)cc1
-1.6%,4.2%,COc1cc(-c2noc(-c3ccc(Br)cc3)n2)cc(OC)c1OC
4.3%&-3.4%,1.2%&3.7%,CCCC(=O)c1ccc(N2CCN(C(=O)OCC)CC2)c(F)c1
2.6%,0.4%,CC(C)N1CCC(=NNC(=O)C(O)c2ccccc2)CC1 (configuration not stated)
3.3%,-1.3%,O=C(NCc1cccnc1)C1c2ccccc2Oc2ccccc21
-4.8%,-5.6%,CCN1CCN(Cc2nc3c(c(=O)[nH]c(=O)n3C)n2Cc2ccccc2Cl)CC1
-0.5%,3.9%,CCOc1ccc(C(=O)Nc2ccc(OC(F)(F)F)cc2)cc1Br
-3.9%,/,O=C(Nc1ccccc1N1CCN(C(=O)c2ccc(Cl)cc2)CC1)c1cc(Br)ccc1Cl
